Source: PubChem (Broad Institute)
TcdB GH inh = TcdB glycohydrolase inhibitors, primary screen, biochemical, single point, plate reader. TcdB glycohydrolase enzymatic assay. Toxin B (Clostridioides difficile), P18177. 350,000 tested, 0.24% active. inhibition, % at 9.99 µM. AID 652162, 2013; in the data active = inhibition above about 10%
Active calls of the source: *. This is a subset, so the mix of outcomes need not match the whole.

SMILES | TcdB GH inh
CC=Cc1ccc2n(c1=O)C[C@H]1[C@H](CO)[C@@H](C(=O)Nc3ccc(-c4ccccc4)cc3)N(C)[C@@H]21 (mixture of isomers) | 0.5
O=C(C[C@H]1CC[C@@H](NC(=O)c2cccc(F)c2)[C@H](CO)O1)NCc1ccc(Oc2ccccc2)cc1 | 0.2
COc1ccc2c3c([nH]c2c1)[C@@H](CO)N(Cc1ccccc1)CC31CCN(S(C)(=O)=O)CC1 | -1.1
CNC[C@@H]1Oc2ccc(NS(=O)(=O)c3cn(C)cn3)cc2C(=O)N([C@H](C)CO)C[C@H]1C | -0.2
CCC(=O)N[C@@H]1CC[C@H](CCn2cc(CN(C)C)nn2)O[C@@H]1CO | -0.5
CO[C@H]1CN(C)C(=O)c2ccc(NS(C)(=O)=O)cc2OC[C@@H](C)N(CCC(F)(F)F)C[C@H]1C | 0.3
COc1ccc(S(=O)(=O)N(C)C[C@@H]2Oc3ccc(NS(=O)(=O)c4ccc(Cl)cc4)cc3C(=O)N([C@@H](C)CO)C[C@H]2C)cc1 | -0.3
CC(=O)N1[C@H](CO)[C@H](c2ccc(C#CC3CCCCC3)cc2)[C@H]1CNCC(C)C | -0.5
Cc1ccccc1-c1ccc([C@@H]2[C@H]3CN(S(C)(=O)=O)CCCCN3[C@H]2CO)cc1 | 0.4
C[C@@H]1CN([C@@H](C)CO)C(=O)c2cc(NC(=O)Nc3ccc4c(c3)OCO4)ccc2O[C@@H](C)CCCCO[C@@H]1CN(C)S(=O)(=O)c1ccccc1 | -1.3

Brought forward from above: 2 compounds; new compounds follow.
SMILES | TcdB GH inh
Cc1ccccc1-c1ccc([C@@H]2[C@H]3CN(S(C)(=O)=O)CCCCN3[C@H]2CO)cc1 | 0.4
C[C@@H]1CN([C@@H](C)CO)C(=O)c2cc(NC(=O)Nc3ccc4c(c3)OCO4)ccc2O[C@@H](C)CCCCO[C@@H]1CN(C)S(=O)(=O)c1ccccc1 | -1.3
C[C@@H]1CN([C@@H](C)CO)S(=O)(=O)c2ccc(-c3ccc(F)cc3)cc2O[C@@H]1CN(C)C(=O)c1ccccc1F | 0.9
CC(C)CC#Cc1cnc2c(c1)C(=O)N([C@@H](C)CO)C[C@@H](C)[C@@H](CN(C)C(=O)Cc1cccnc1)O2 | 0.6
O=C(C[C@@H]1CC[C@@H]2[C@H](COC[C@H](O)CN2C(=O)Nc2ccc(C(F)(F)F)cc2)O1)NCCc1ccncc1 | -0.8
COCC(=O)N1CC2(C1)[C@H](c1ccccc1)[C@H](CO)N2C(=O)c1ccncc1 | -10.3
CN1c2ccc(Br)cc2[C@H]2[C@H](CCN2C(=O)Nc2cc(F)ccc2F)[C@H]1CO | -0.1
C[C@H](CO)N1C[C@H](C)[C@H](CN(C)S(=O)(=O)c2ccccc2C#N)OCc2ccccc2-c2c(n(C)c3ccccc23)C1=O | -1.0
Cc1noc(C)c1NC(=O)Nc1ccc2c(c1)C(=O)N([C@H](C)CO)C[C@H](C)[C@H](CN(C)Cc1ccc(C(F)(F)F)cc1)OCCCC[C@H](C)O2 | 0.9
C[C@@H]1CN([C@@H](C)CO)C(=O)c2cc(NC(=O)c3ccccc3)ccc2O[C@@H](C)CCCCO[C@@H]1CN(C)Cc1ccc2c(c1)OCO2 | -0.5
CN(C)C(=O)C[C@@H]1C[C@@H]2c3cc(NC(=O)c4ccc5c(c4)OCO5)ccc3O[C@@H]2[C@H](CO)O1 | 3.2
CCCNC(=O)N[C@@H]1CC[C@H](CCn2cc(-c3cccc(F)c3)nn2)O[C@@H]1CO | 0.2
C[C@@H]1CN([C@H](C)CO)C(=O)c2cc(NC(=O)Cc3ccccc3)ccc2O[C@@H]1CN(C)S(=O)(=O)c1cn(C)cn1 | -0.3
C[C@@H]1CCCCO[C@H](CN(C)C(=O)C2CCCCC2)[C@H](C)CN([C@@H](C)CO)C(=O)c2cc(NS(C)(=O)=O)ccc2O1 | 0.2
COc1cccc(-c2cnc3c(c2)C(=O)N([C@H](C)CO)C[C@H](C)[C@H](CN(C)C(=O)CN(C)C)O3)c1 | -0.5
C[C@H](CO)N1C[C@H](C)[C@@H](CN(C)C(=O)c2ccncc2)Oc2cc(C#CC3CC3)ccc2S1(=O)=O | -1.3
CO[C@@H](CN(C)S(=O)(=O)c1ccc(C)cc1)[C@H](C)CN([C@@H](C)CO)S(=O)(=O)c1cccc(Cl)c1 | 1.0
C[C@H](CO)N1C[C@H](C)[C@H](CN(C)Cc2ccc(Cl)c(Cl)c2)Oc2ccc(NC(=O)c3ccncc3)cc2CC1=O | 0.7
C[C@@H]1CN([C@H](C)CO)C(=O)c2cc(C#C[C@@H](C)O)cnc2O[C@@H]1CN(C)C(=O)CC1CC1 | 0.0
O=C(NC1CCCCC1)N1CC2(C1)[C@H](c1ccccc1)[C@@H](CO)N2S(=O)(=O)Cc1ccccc1 | 0.2
C[C@@H]1CCCCO[C@@H](CN(C)C(=O)Nc2ccccc2)[C@H](C)CN([C@H](C)CO)C(=O)c2cc(NC(=O)Nc3ccccc3)ccc2O1 | -0.1
CC(C)NC(=O)N(C)C[C@@H]1Oc2ccc(NC(=O)c3ccncc3)cc2C(=O)N([C@@H](C)CO)C[C@@H]1C | 1.9

Shown in markdown: 2 of the compounds above
| structure | TcdB GH inh |
| --- | --- |
| C[C@@H]1CN([C@H](C)CO)C(=O)c2cc(C#C[C@@H](C)O)cnc2O[C@@H]1CN(C)C(=O)CC1CC1 | 0.0 |
| O=C(NC1CCCCC1)N1CC2(C1)[C@H](c1ccccc1)[C@@H](CO)N2S(=O)(=O)Cc1ccccc1 | 0.2 |

Following part:
SMILES | TcdB GH inh
CCCNC(=O)N(C)C[C@@H]1Oc2ncc(C#CC(C)C)cc2C(=O)N([C@H](C)CO)C[C@@H]1C | -0.1
COc1ccc(S(=O)(=O)N(C)C[C@H]2Oc3ccc(NS(=O)(=O)c4ccccc4)cc3CC(=O)N([C@@H](C)CO)C[C@H]2C)cc1 | 1.0
CCCNC(=O)N1CC2(CCN(C(=O)Cc3cccnc3)CC2)c2c([nH]c3cc(OC)ccc23)[C@@H]1CO | -1.4
CCC(=O)N(C)C[C@H]1Oc2cc(-c3ccncc3)ccc2S(=O)(=O)N([C@@H](C)CO)C[C@H]1C | 0.2
COc1ccc(-c2ccc3c(c2)[C@H]2[C@H](CCN2C(=O)C2CCC2)[C@H](CO)N3C)cc1 | -4.1
COc1cccc(NC(=O)C[C@H]2CC[C@H]3[C@@H](COc4ccc(NC(=O)c5ccccc5F)cc4C(=O)N3C)O2)c1 | -1.0
CO[C@@H]1CN(C)C(=O)c2ccc(NC(=O)Nc3cccc(F)c3)cc2OC[C@H](C)NC[C@H]1C | -0.4
O=C(C[C@H]1CC[C@@H]2[C@H](COC[C@H](O)CN2C(=O)c2ccccc2)O1)NC1Cc2ccccc2C1 | -0.1
CO[C@@H]1CN(C)C(=O)c2ccc(NC(=O)Nc3cc(F)ccc3F)cc2OC[C@@H](C)N(C(=O)c2ccccn2)C[C@@H]1C | 1.1
CC(=O)N(C)C[C@@H]1Oc2cc(C#Cc3ccncc3)ccc2S(=O)(=O)N([C@H](C)CO)C[C@@H]1C | 0.4
O=C(c1cccc(F)c1)N1CCCCN2[C@H](CO)[C@H](c3ccc(-c4cccnc4)cc3)[C@@H]2C1 | -0.3
CCCC#Cc1ccc2c(c1)O[C@H](CN(C)C(=O)CC)[C@@H](C)CN([C@H](C)CO)S2(=O)=O | -2.4
COc1ccc(NC(=O)N[C@H]2CC[C@@H](CCNC(=O)Nc3cc(F)ccc3F)O[C@H]2CO)cc1 | -1.2
CC(C)NC(=O)N[C@H]1C=C[C@@H](CC(=O)NC2Cc3ccccc3C2)O[C@H]1CO | -9.3
N#C[C@@H]1[C@@H](c2ccccc2C2=CCCC2)[C@@H](CO)N1C(=O)NC1CCCC1 | -2.5
O=C(C[C@@H]1C=C[C@H](NC(=O)c2ccncc2)[C@H](CO)O1)Nc1ccc(-c2ccccc2)cc1 | 2.3
O=C(C[C@H]1CC[C@H](NC(=O)c2ccc(F)cc2)[C@@H](CO)O1)NCCc1ccccc1 | 0.2
COc1ccc(S(=O)(=O)N(C)C[C@H]2OCCCC[C@H](C)Oc3ccc(NC(=O)Nc4ccc(C(F)(F)F)cc4)cc3C(=O)N([C@H](C)CO)C[C@H]2C)cc1 | -7.6
CCCC#Cc1ccc2c(c1)O[C@@H](CN(C)C(=O)c1ccccc1)[C@H](C)CN([C@@H](C)CO)S2(=O)=O | 0.3
CO[C@@H]1CN(C)C(=O)c2cc(NC(=O)c3ccccc3)ccc2OC[C@@H](C)N(C(=O)CN(C)C)C[C@@H]1C | 0.9

An excerpt from above in order of molecular weight, falling.
SMILES | TcdB GH inh
CCCC#Cc1ccc2c(c1)O[C@@H](CN(C)C(=O)c1ccccc1)[C@H](C)CN([C@@H](C)CO)S2(=O)=O | 0.3
COc1ccc(NC(=O)N[C@H]2CC[C@@H](CCNC(=O)Nc3cc(F)ccc3F)O[C@H]2CO)cc1 | -1.2
O=C(C[C@@H]1C=C[C@H](NC(=O)c2ccncc2)[C@H](CO)O1)Nc1ccc(-c2ccccc2)cc1 | 2.3

Additional structures.
SMILES | TcdB GH inh
C[C@@H]1CN([C@@H](C)CO)S(=O)(=O)c2ccc(C3=CCCCC3)cc2O[C@H]1CN(C)C(=O)Cc1ccccc1 | 0.9
C[C@@H]1CN([C@H](C)CO)C(=O)c2cc(NS(=O)(=O)c3ccccc3)ccc2O[C@@H](C)CCCCO[C@@H]1CN(C)C(=O)c1ccncc1 | -0.6
O=C(Nc1ccc2c(c1)OCO2)N[C@H]1C=C[C@@H](CC(=O)N2CCN(c3ccccc3)CC2)O[C@H]1CO | 0.6
C[C@@H]1CN([C@H](C)CO)C(=O)c2cccc(NC(=O)C3CCCCC3)c2O[C@@H]1CN(C)Cc1ccc2c(c1)OCO2 | -0.8
O=C(Nc1cc(F)ccc1F)N[C@H]1CC[C@@H](CCNC(=O)c2cnccn2)O[C@H]1CO | -0.3
C[C@@H]1CCCCO[C@@H](CN(C)S(=O)(=O)c2cccs2)[C@@H](C)CN([C@H](C)CO)C(=O)c2cc(NC(=O)c3ccncc3)ccc2O1 | -1.5
O=C([C@@H]1[C@@H](CO)[C@@H]2Cn3c(cccc3=O)[C@@H]2N1Cc1cocn1)N1CCC(Cc2ccccc2)CC1 | -3.2
C/C=C/c1ccc([C@@H]2[C@@H](CO)N(C(=O)CC)C23CN(S(C)(=O)=O)C3)cc1 | -0.1
C[C@H](CO)N1C[C@H](C)[C@H](CN(C)Cc2ccc(-c3ccccc3)cc2)Oc2ccc(NS(=O)(=O)c3ccc(F)cc3)cc2C1=O | 0.9
C[C@H](CO)N1C[C@H](C)[C@H](CN(C)CC2CCCCC2)OCCCC[C@H](C)Oc2ccc(NC(=O)Nc3ccc(C(F)(F)F)cc3)cc2C1=O | -0.6
CCNC(=O)C[C@@H]1C=C[C@H](NC(=O)C2CCOCC2)[C@H](CO)O1 | -0.5
C[C@@H]1CN([C@H](C)CO)C(=O)CCCn2cc(nn2)CO[C@@H]1CN(C)C(=O)Nc1ccc(C(F)(F)F)cc1 | -0.4
C[C@H](CO)N1C[C@H](C)[C@H](CN(C)C(=O)C2CCC2)Oc2ncc(/C=C/c3ccccc3)cc2C1=O | 0.2
CCCC#Cc1cnc2c(c1)C(=O)N([C@@H](C)CO)C[C@@H](C)[C@@H](CN(C)S(=O)(=O)c1cccc(OC)c1)O2 | 0.3
Cc1noc(C)c1NC(=O)N(C)C[C@H]1Oc2ccc(NC(=O)c3ccncc3)cc2CC(=O)N([C@@H](C)CO)C[C@H]1C | -0.3
COc1ccc(NC(=O)Nc2ccc3c(c2)C(=O)N([C@H](C)CO)C[C@H](C)[C@H](CN(C)C(=O)c2ccccc2)OCCCC[C@H](C)O3)cc1 | -0.8
Cc1cccc(S(=O)(=O)N2CCCCN3[C@@H](CO)[C@@H](c4ccc(-c5cccnc5)cc4)[C@@H]3C2)c1 | -1.4
C[C@H](NC(=O)[C@H]1[C@H](CO)[C@H]2Cn3c(ccc(-c4ccccc4)c3=O)[C@H]2N1C)c1ccccc1 | -0.9
C[C@@H]1CN([C@H](C)CO)C(=O)Cc2cc(NC(=O)Nc3ccc(F)cc3)ccc2O[C@@H]1CN(C)Cc1ccc(C(F)(F)F)cc1 | -1.1
CC(=O)Oc1ccccc1C(=O)OCO/N=[N+](\[O-])N1CCCC1 | 0.0

2 records drawn at random from the list so far, as already listed:
SMILES | TcdB GH inh
C[C@H](CO)N1C[C@H](C)[C@H](CN(C)C(=O)C2CCC2)Oc2ncc(/C=C/c3ccccc3)cc2C1=O | 0.2
CO[C@@H]1CN(C)C(=O)c2ccc(NC(=O)Nc3cccc(F)c3)cc2OC[C@H](C)NC[C@H]1C | -0.4

Remaining list, next part.
SMILES | TcdB GH inh
CC(C)NC(=O)N(C)C[C@@H]1Oc2ccc(NC(=O)Cc3ccccc3)cc2CC(=O)N([C@H](C)CO)C[C@@H]1C | 0.3
CO[C@H]1CN(C)C(=O)c2cc(NS(C)(=O)=O)ccc2OC[C@@H](C)N(C(=O)C2CCCC2)C[C@H]1C | -0.3
O=C(C[C@H]1C=C[C@H](NC(=O)CCN2CCCCC2)[C@H](CO)O1)NCc1ccc(Cl)c(Cl)c1 | 0.6
CN1C[C@@H]2[C@H](c3ccccc31)[C@@H](CO)N2C(=O)Nc1cccc(F)c1 | 0.0
O=C(NC1CCCCC1)N[C@@H]1CC[C@@H](CC(=O)N2CCOCC2)O[C@@H]1CO | -0.2
O=C([C@@H]1[C@@H](CO)[C@@H]2Cn3c(ccc(C4=CCCC4)c3=O)[C@H]1N2Cc1nccs1)N1CCCCC1 | 0.3
COc1cccc(-c2cn(CC[C@H]3CC[C@H](NC(C)=O)[C@@H](CO)O3)nn2)c1 | 0.3
COc1ccccc1CNC(=O)C[C@H]1C[C@@H]2c3cc(NC(=O)c4ccc5c(c4)OCO5)ccc3O[C@@H]2[C@@H](CO)O1 | -0.6
C[C@H](CO)N1C[C@H](C)[C@H](CN(C)C(=O)Nc2ccc(F)cc2)Oc2ccc(NC(=O)C3CCCCC3)cc2CC1=O | -0.3
COc1cccc(CNC(=O)C[C@@H]2CC[C@H](NC(=O)C3CCC3)[C@H](CO)O2)c1 | 0.5
O=C(Nc1cccc(Cl)c1)N[C@H]1CC[C@H](CCNC(=O)C2CCCC2)O[C@@H]1CO | -1.4
COCC#Cc1ccc2c(c1)O[C@H](CN(C)C(=O)c1ccccc1)[C@@H](C)CN([C@@H](C)CO)S2(=O)=O | 0.0
